CHT allo act – CHT positive allosteric modulators, primary screen, cell-based, membrane potential dye, choline EC20; CHT-expressing cells; active compounds read high; LV-AA mutant CHT in HEK293 cells; High affinity choline transporter 1 (Homo sapiens), Q9GZV3; hit rate 0.49% among 310,000; B-score at 10 µM;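 active = initial fluorescence not abnormally high and integrated response B-score, plate-corrected, over 3 SD above library mean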
Target sequence (Q9GZV3 whole entry, looked up): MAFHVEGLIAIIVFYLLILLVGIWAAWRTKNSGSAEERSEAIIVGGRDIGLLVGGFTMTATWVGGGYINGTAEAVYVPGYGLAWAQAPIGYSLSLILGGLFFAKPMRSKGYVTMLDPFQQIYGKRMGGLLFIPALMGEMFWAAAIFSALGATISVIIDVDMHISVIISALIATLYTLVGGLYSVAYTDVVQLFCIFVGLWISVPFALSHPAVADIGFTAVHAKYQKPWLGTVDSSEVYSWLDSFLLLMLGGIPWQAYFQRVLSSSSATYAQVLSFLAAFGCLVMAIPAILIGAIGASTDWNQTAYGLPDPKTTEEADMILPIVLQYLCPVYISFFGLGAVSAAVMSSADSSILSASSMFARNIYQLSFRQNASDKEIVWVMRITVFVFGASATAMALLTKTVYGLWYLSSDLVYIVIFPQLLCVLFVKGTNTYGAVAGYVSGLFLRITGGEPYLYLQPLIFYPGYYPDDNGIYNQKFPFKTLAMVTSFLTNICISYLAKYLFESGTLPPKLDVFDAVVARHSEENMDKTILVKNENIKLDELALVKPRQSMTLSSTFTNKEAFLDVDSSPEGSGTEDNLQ
CHT inh – inhibitors of human choline transporter CHT | High affinity choline transporter 1 (Homo sapiens), Q9GZV3 | CHT-expressing cells, membrane potential dye, choline response; active compounds read low | B-score at 10 µM | hit rate 0.86% among 310,000 | AID 488975, 2010;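 active = B-score over 3 SD under the library average, and starting fluorescence ratio not unusually high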;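 also: choline stimulus applied at its EC90 after an EC20 pre-addition; B-score computed on integrated fluorescence ratio after choline addition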
* marks the source's active call; other numbers are inactive results; i = inactive. Not a hit list. Share with any hit: about 1.4%.

Values in the order – CHT allo act	CHT inh
O=C(Nc1ccc(Br)cc1Br)c1cccc2c1C(=O)N(C1CCCCC1)C2
→ i	i
O=C(CSc1ncnc2nc[nH]c12)NCCc1ccccc1
→ i	i
CC(C)CCNC(=O)c1c(CSc2ccc(Cl)cc2)noc1C(=O)NCc1ccccc1
→ i	i
O=C(NNS(=O)(=O)c1ccc(Cl)cc1)c1cccc(S(=O)(=O)N2CCOCC2)c1
→ i	i
COC(=O)c1ccc(C(=O)O)nc1
→ i	i
COCC(=O)Nc1cccc2ccccc12
→ i	i
O=C1CCCN1CC(O)CS(=O)(=O)c1ccccc1 (stereo not given)
→ i	i
Cc1nc(C(F)(F)F)ccc1C(=O)Nc1ccc2ccccc2n1
→ i	i
O=c1nc(/C=C/c2ccccc2C(F)(F)F)cc(C(F)(F)F)[nH]1
→ i	i
COc1ccc(NC(=O)C(C)Oc2ccc(/C(C)=N\O)cc2)cc1 (stereo not given)
→ i	i
Cc1cc(NC(=O)c2cc(CC(C)C)on2)no1
→ i	i
O=C(O)CCSC1CC(=O)N(c2ccccc2)C1=O (stereo not given)
→ i	i
Cc1ccc(-c2nc(CN3CCN(c4cnccn4)CC3)c(C)o2)o1
→ i	i
Cc1cccc(OCCCN2CCOCC2)c1
→ i	i
CC1CCCC(C)N1C(=O)COC(=O)c1cc(S(=O)(=O)N2CCOCC2)ccc1Cl (stereo not given)
→ i	i
Cc1[nH]c2ccccc2c1C(=O)CSc1ccccn1
→ i	i
CCN(CCCNC(=O)CCn1c(=S)[nH]c2cc3c(cc2c1=O)OCO3)c1cccc(C)c1
→ i	i
O=C(Nc1ccc(NC(=O)c2ccccc2O)cc1)Nc1ccc(F)cc1F
→ i	i
C=CCn1c(SCC(=O)O)nc2sc(CC)cc2c1=O
→ i	i
O=C(c1ccc(CNS(=O)(=O)c2cccc(C(F)(F)F)c2)cc1)N1CCOCC1
→ i	i
CCn1nnnc1SCC(=O)c1cc(OC)ccc1OC
→ i	i
CC(C)CC(=O)NC1(C(F)(F)F)C(=O)N(Cc2ccccc2)C2=C1C(=O)CC(C)(C)C2 (stereo not given)
→ i	i
CCn1c(=O)c(C(=O)NCc2ccc(Cl)cc2)c(O)c2ccccc21
→ i	i
CN(C)S(=O)(=O)c1ccc(Cl)c(C(=O)Nc2cccc([N+](=O)[O-])c2)c1
→ i	i
CC1CCCCN1C(=O)CSc1nnc(-c2ccc(Cl)s2)o1 (stereo not given)
→ i	i
NS(=O)(=O)c1ccc(CCNC(=O)C(=O)NCC2OCCN2S(=O)(=O)c2ccc(F)cc2)cc1 (stereo not given)
→ i	i
CCc1nnc(NC(=O)c2ccc(Br)c(S(=O)(=O)N3CCOCC3)c2)s1
→ i	i
COc1ccc(-c2ocnc2C(=O)Nc2ccc(N3CCOCC3)cc2N2CCOCC2)cc1OC
→ i	i
O=[N+]([O-])c1ccccc1S(=O)(=O)NC1CC2CCC1C2 (stereo not given)
→ i	i
Cc1ccc(N(C(=O)C(F)(F)F)C(C(=O)NC2CCCCC2)c2cccs2)cc1 (stereo not given)
→ i	i

For convenience, some entries already given:
Values in the order – CHT allo act	CHT inh
CCn1nnnc1SCC(=O)c1cc(OC)ccc1OC
→ i	i
CC(C)CC(=O)NC1(C(F)(F)F)C(=O)N(Cc2ccccc2)C2=C1C(=O)CC(C)(C)C2 (stereo not given)
→ i	i
CCn1c(=O)c(C(=O)NCc2ccc(Cl)cc2)c(O)c2ccccc21
→ i	i
CN(C)S(=O)(=O)c1ccc(Cl)c(C(=O)Nc2cccc([N+](=O)[O-])c2)c1
→ i	i
CC1CCCCN1C(=O)CSc1nnc(-c2ccc(Cl)s2)o1 (stereo not given)
→ i	i

(further entries)
Values in the order – CHT allo act	CHT inh
COc1ccc(-c2cc(C(=O)N/N=C(\C)c3ccco3)c3ccccc3n2)c(OC)c1
→ i	i
Cc1ccc(S(=O)(=O)c2nnn3c2nc(N2CCOCC2)c2ccccc23)cc1
→ i	i
Cn1c(CNc2nc(-c3ccccc3)cs2)nnc1SCC(=O)OC1CCCCC1
→ i	i
COc1nc(NCCc2ccc(OC)c(OC)c2)nc(NC(C)(C)CO)n1
→ i	i
Cc1ccc(OCC(=O)N(Cc2ccc(C)o2)C2CCS(=O)(=O)C2)cc1 (stereo not given)
→ i	i
COc1ccc(N2CCN(CC(=O)c3ccc(O)c(C)c3O)CC2)cc1
→ i	i
O=c1ccc(-c2ccccc2)nn1Cc1ccccc1F
→ i	i
CN(C)C(=O)c1c([N+](=O)[O-])ncn1C
→ i	i
COCC(C)NC(=O)c1cc(OC)cc(OC)c1 (stereo not given)
→ i	i
O=C(Nc1ccccc1N1CCCCC1)c1ccco1
→ i	i
CCC(C)NC(=O)CN(c1cc(Cl)ccc1OC)S(C)(=O)=O (stereo not given)
→ i	i
Cc1ccccc1-n1c(=O)cc(N2CCc3ccccc32)[nH]c1=O
→ i	i
CC(C)Oc1ccc(C(=O)NC(=S)Nc2ccc(Cl)c(C(=O)O)c2)cc1
→ i	i
Cc1ccc2nc(C3CCN(S(=O)(=O)c4ccc5ccccc5c4)CC3)[nH]c2c1
→ i	i
COc1ccc2[nH]c3nc(SCc4nnc(-c5ccccc5)o4)nnc3c2c1
→ i	i
O=C1c2cccc3c([N+](=O)[O-])c(O)cc(c23)C(=O)N1Nc1ccccc1
→ i	i
CCOC(=O)CSC1=C(C#N)C(c2ccccc2F)C(C(C)=O)=C(C)N1 (stereo not given)
→ i	i
CC(=O)C1=C(O)C(=O)N(c2ccc(S(N)(=O)=O)cc2)C1c1ccccc1F (stereo not given)
→ i	i
CCCCCCn1cc(C(=O)O)c(=O)c2cc(F)c(N3CCN(C(=O)OCC)CC3)cc21
→ i	i
O=C1C(=O)N(C/C=C/c2ccccc2)c2ccccc21
→ i	i
Clc1ccc(Cc2nc(-c3ccncc3)no2)cc1
→ i	i
CN1CCc2c(OCC(=O)N3N=C(c4cccs4)CC3c3ccc(F)cc3)cccc2C1=O (stereo not given)
→ i	i
CCCCNC(=O)c1ccc2c(c1)ncn2C1CCCCC1
→ i	i
Cc1ccc(NCc2nnc(SCC(=O)c3ccccc3)o2)c(C)c1
→ i	i
CN(C)C(/C=C/Nc1ccc(O)cc1)=C(C#N)C#N
→ i	i
Cc1ccc(C)c(NC(=O)c2ccccc2O)c1
→ i	i
CCCc1cc(=O)[nH]c(SCC(=O)Nc2cc3c(cc2C(C)=O)OCO3)n1
→ i	i
O=C(c1ccc([N+](=O)[O-])cc1[N+](=O)[O-])N1CCCC1
→ i	i
O=C(CO/N=C/c1ccc(OC(F)F)cc1)NCc1ccco1
→ i	i
CC1=C(C(=O)OC(C)C)C(c2ccc(Cl)cc2)n2c(s/c(=C\c3ccc(OCC(=O)O)cc3)c2=O)=N1 (stereo not given)
→ i	i
COc1cc(OC)c(CN2CCC(Cc3ccccc3)CC2)cc1Br
→ i	i
CCn1c(Cc2ccccc2)nnc1SCC(=O)Nc1nccs1
→ i	i
C#Cc1ccc([C@@H]2C=C(C(=O)N3CCN(Cc4ccc5c(c4)OCO5)CC3)O[C@H](OCC)[C@H]2CCCO)cc1
→ i	i
CCOC(=O)C1(CCOc2ccccc2)CCN(Cc2cc(OC)c(O)c(OC)c2)CC1
→ i	i
Cc1ccc(CNC(=O)C(=O)NCCC2CCCCN2S(=O)(=O)c2ccccc2)cc1 (stereo not given)
→ 8.53*	i
CCn1ncc(C2=NOC(C(=O)NCc3ccc(Cl)cc3)C2)c1C (stereo not given)
→ i	i
O=C(CSc1nccc(=O)[nH]1)Nc1ccc(N2CCOCC2)cc1
→ i	i
Cc1ccc(C(=O)c2c3ccc([N+](=O)[O-])cc3[n+]([O-])n2CCC(N)=O)cc1
→ i	i
CCN1CCN(CCOc2ccccc2OCc2ccccc2)CC1
→ i	i
Cc1ncc([N+](=O)[O-])n1CC(=O)Nc1ccc(F)c(F)c1
→ i	i
C/C(=N/NC(=O)c1cccc(N2CCCC2=O)c1)c1ccncc1
→ i	i
COCCCNC(=O)CCc1nc(-c2ccccc2)no1
→ i	i
CCN1CCN(C(=O)C2CCN(S(=O)(=O)c3ccc4c(c3)NC(=O)C(C)S4)CC2)CC1 (stereo not given)
→ i	i
FC(F)Oc1ccc(NC(=S)NCc2cccnc2)cc1
→ i	i
CCCOc1ccc(CNC(=O)c2ccc3nc(N4CCOCC4)sc3c2)cc1
→ i	i
CCOc1ccccc1C(=O)Nc1nnc(SCC(=O)Nc2cc(C)on2)s1
→ i	i
Cc1cc(N2CCN(C(=O)c3ccco3)CC2)nc(-c2ccccc2)n1
→ i	i
CCc1ccc(N2NC(=O)/C(=C/C=C/c3ccco3)C2=O)cc1
→ i	i
Cc1ccc(C)c(N2CCN(C(=O)c3ccc(N4CCOCC4)c([N+](=O)[O-])c3)CC2)c1
→ i	i
CSc1nc(C)c2c(n1)N(c1ccc(C(F)(F)F)cc1)CC2
→ i	i

An excerpt of these results, field by field.
smiles: COCCCNC(=O)CCc1nc(-c2ccccc2)no1
  CHT allo act: i; CHT inh: i

smiles: CCN1CCN(C(=O)C2CCN(S(=O)(=O)c3ccc4c(c3)NC(=O)C(C)S4)CC2)CC1 (stereo not given)
  CHT allo act: i; CHT inh: i

smiles: FC(F)Oc1ccc(NC(=S)NCc2cccnc2)cc1
  CHT allo act: i; CHT inh: i

smiles: CCCOc1ccc(CNC(=O)c2ccc3nc(N4CCOCC4)sc3c2)cc1
  CHT allo act: i; CHT inh: i

Next compounds follow:
Values in the order – CHT allo act	CHT inh
N#C/C(=C\c1ccc(O)c(O)c1)C(=O)Nc1ccccc1
→ i	i
CC(=O)Nc1ccc(S(=O)(=O)N2CCNC(=O)CC2)cc1
→ i	i
Oc1nc(Nc2ccccc2)sc1/C=C1\C=Nc2ccccc21
→ i	i
C/C(N)=C(/C#N)C(=O)COC(=O)CNS(=O)(=O)c1ccc2ccccc2c1
→ i	i
COC(=O)C(CC(C)C)NC(=O)c1cccs1 (stereo not given)
→ i	i
Cc1cc(S(=O)(=O)N(Cc2ccc(C(C)(C)C)cc2)Cc2cccs2)ccc1-n1cnnn1
→ i	i
CC1=CCC2C(=O)N(c3ccccc3OC(=O)c3ccccc3F)C(=O)C2C1 (stereo not given)
→ i	i
O=C(NCCCN1CCOCC1)c1ccc2nc(Cc3cccc(Cl)c3)oc2c1
→ i	i
O=C(O)/C=C/C(=O)N1CCN(c2ccccc2F)CC1
→ i	i
O=C(N=Nc1c(O)[nH]c2ccccc12)c1cccc(S(=O)(=O)N2CCCCC2)c1
→ i	i

(further entries)
Structure | CHT allo act | CHT inh
CC(C)c1ccc(OCc2ccc(C(=O)NN3CCN(C)CC3)o2)cc1 | i | i
CCn1cc(C(=O)NCc2ccc3c(c2)OCO3)c(=O)c2cc(F)c(N3CCN(C(=O)c4ccco4)CC3)cc21 | i | i
CC(=O)Nc1csc2ccccc12 | i | i
CC(C)CC(=O)c1c[nH]c(C(=O)NCCCN2CCOCC2)c1 | i | i
O=C(NCc1cccnc1)/C(=C/c1ccc(-c2ccc(Cl)cc2)o1)S(=O)(=O)c1ccccc1 | i | i
O=C(Nc1cccc2ncccc12)c1ccc(Cl)cc1 | i | i
N#Cc1ccc(C(=O)CSc2n[nH]c(=O)n2-c2cccnc2)cc1 | i | i
CCOc1ccccc1C(=O)N/N=C/c1coc2ccc(C)cc2c1=O | i | i
CCOC(=O)/C(C(C)=O)=C1/OC(=O)c2ccccc21 | i | i
O=C(O)c1ccc(CSCc2ccccc2Cl)o1 | i | i
COCCNC(=O)CCCCCNS(=O)(=O)c1ccc(C)cc1 | i | i
CCc1ccccc1NC(=S)Nc1cc(OC)c(NC(=O)C(C)C)cc1OC | i | i
Cc1cc(C)nc(NC(=O)/C=C/c2ccc3c(c2)OCO3)c1 | i | i
COc1ccc(N2CCN(C(=O)c3ccccc3N(C)S(=O)(=O)c3ccc(C)cc3)CC2)cc1 | i | i
CCOC(=O)C1=C(O)/C(=C\c2cc(C)n(-c3ccccc3F)c2C)N=C1C | i | i
CCO/N=C/C1=C(O)C(C(=O)OC)C(C)(C)CC1=O (stereo not given) | i | i
COc1ccc(/C=N/NC(=O)c2ccn[nH]2)cc1COc1ccc([N+](=O)[O-])c(C)c1 | i | i
CCCc1cc(C(=O)Nc2cc(C)ccc2O)no1 | i | i
CC(C)Oc1ccc(C(=O)NC(Cc2c[nH]c3ccccc23)C(=O)NN)cc1 (stereo not given) | i | i
O=C(OCC(=O)N(Cc1ccccc1)C1CCS(=O)(=O)C1)c1cc2c(s1)CCCC2 (stereo not given) | i | i
Cn1c(SCCN2CCCCC2)nnc1-c1ccccc1Br | i | i
NC(=O)c1ccccc1O | i | i
Cc1csc(NC(=O)CN2C(=O)c3ccccc3S2(=O)=O)n1 | i | i
Cc1ccc(NC(=O)CCSc2nnc(C)s2)cc1 | i | i
O=[N+]([O-])c1cc([N+](=O)[O-])c(Oc2cc(F)cc(F)c2F)cc1NN1CCCCC1 | i | i
O=C(CCC(=O)N1CCN(S(=O)(=O)c2ccc(Cl)cc2)CC1)Nc1cccc(Br)c1 | i | i
NC(=O)[C@H]1CC2(CC(c3cccc(NC(=O)CC(c4ccccc4)c4ccccc4)c3)=NO2)CN1C(=O)C(c1ccccc1)c1ccccc1 (stereo not given in full) | i | i
CC(C)CN(C(=O)COc1cccc(-n2cnnn2)c1)C1CCS(=O)(=O)C1 (stereo not given) | i | i
CC(C)(C)[C@H]1C=C(C(=O)Nc2ccccc2)O[C@@H](OCCCCO)C1 | i | i
COC(=O)c1c(NC(=O)c2ccc(C)cc2)sc(Cc2ccccc2)c1C | i | i
COC(=O)C(N)CCCCN (stereo not given) | i | i
CC(=O)NC(=O)Nc1sc(=S)n(C)c1C | i | i
CC(OCC(O)CN(C)Cc1nc2ccccc2c(=O)[nH]1)c1ccc(Cl)cc1 (stereo not given) | i | i
CC(=O)C(C(C)=O)c1c(Cl)c(O)c(O)c2c(C(=O)c3ccccc3)coc12 | i | i

Source: PubChem BioAssay (Johns Hopkins Ion Channel Center)
